CendR NRP1 mod = alters CendR peptide binding to human NRP-1. 360,000 compounds, 0.85% hits. inhibition, % at 25 µM. O14786. FAM-RPARPAR peptide binding to NRP-1, fluorescence polarization;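 active = inhibition or corrected inhibition above about 18%, plus a signal ratio from 0.5 to 1.5, limit read from the data, passing the limit was not always enough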; note: strong numbers were not always called active
STEP block = inhibitors of human striatal-enriched phosphatase STEP. inhibition, % at 20 µM. P54829. recombinant STEP, OMFP fluorogenic substrate, fluorescence. 360,000 compounds, 0.25% hits;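 active = inhibition at 20 µM, scaled per plate between control wells, above about 37%, limit read from the data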;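 note: 0% = DMSO with enzyme and substrate and 100% = substrate only without enzyme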
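Material: STEP (striatal-enriched tyrosine phosphatase) enzyme, cell-free | Medium: 50 mM Bis-Tris pH 6.0 with 2.5 mM DTT and 0.005% Tween 20 | Read-out: Percent inhibition scaled to no-enzyme and uninhibited-enzyme controls, plate-pattern corrected | Signal: Fluorescence read at 480 nm ex / 540 nm em | Times: 20 min reaction, room temperature, in the dark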
SKN-1 inh = blocks SKN-1 activity in C. elegans; AID 624304; inhibition, % at 21.8 µM; 360,000 compounds, 0.49% hits; C. elegans VP596 Pgst-4::GFP/RFP ratio, acrylamide-induced, 24 h;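 active = interference check ratio from 0.5 to 1.5 plus GFP to RFP signal ratio inhibition reaching or exceeding a fixed threshold, cut at about 30% in these data, passing the limit was not always enough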; note: some compounds called inactive have numbers as strong as hits
Scp1 inh = inhibitors of human Scp-1 phosphatase. AID 493091. Recombinant Scp1, phosphopeptide, malachite green phosphate absorbance. Q9GZU7. 340,000 compounds, 0.88% hits. inhibition, % at 20 µM;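 active = inhibition above about 50% at 20 µM, limit read from the data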;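 note: plate controls were DMSO wells with enzyme for no effect and wells lacking enzyme for full effect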
Target sequence (Q9GZU7 76-261 limits assumed): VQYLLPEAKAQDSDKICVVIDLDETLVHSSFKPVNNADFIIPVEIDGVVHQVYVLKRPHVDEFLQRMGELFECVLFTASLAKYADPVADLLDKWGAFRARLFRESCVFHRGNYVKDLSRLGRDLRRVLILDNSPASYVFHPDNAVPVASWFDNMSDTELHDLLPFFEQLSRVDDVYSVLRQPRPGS
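Test system: SCP-1 catalytic domain; Buffer or medium: Acidic Tris acetate buffer with magnesium and detergent; Also added: Phosphorylated 17-residue peptide substrate; Compound: single 20 µM dose, 1% DMSO; Schedule: enzyme reaction 45 min at room temperature, colour 5 min, stabilisation 30 min; Signal: Phosphate-binding colour reagent, absorbance read at 630 nm.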
SUMO1 PPI mod = SUMO1-SIM interaction modulation | SUMO1 binding to a labelled peptide, TR-FRET, 1 h | 360,000 compounds, 0.33% hits | inhibition, % at 20 µM | P63165 | AID 602429; in the data active = inhibition above about 37%
Target sequence (P63165 whole entry, looked up): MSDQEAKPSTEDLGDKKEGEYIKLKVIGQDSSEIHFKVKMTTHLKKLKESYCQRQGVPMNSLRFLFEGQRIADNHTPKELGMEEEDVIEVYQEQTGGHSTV
MT1-MMP act inh = blocks activation of human MT1-MMP; 360,000 compounds, 0.061% hits; GFP/RFP ratio change, % at 20 µM; P50281; HT1080 RFP-PRO-GFP cells, GFP/RFP ratio fluorescence, overnight; percent of plate control window, DMSO zero;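 active = GFP/RFP ratio change of at least 30% with cell ATP level not reduced by more than half and red fluorescence within 50% of control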; note: strong numbers were not always called active
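system = RFP-PRO-GFP reporter HT1080 cells | dosing = 20 µM single dose, 1% DMSO | timing = overnight cell settling, then overnight compound exposure, 37 °C, 5% CO2 | read-out basis = GFP/RFP fluorescence ratio | controls = DMSO and RFP-L50D-GFP cell wells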
Rpn11 block = blocks the human proteasome subunit Rpn11; human 26S proteasome, Ub4-pepOG fluorescence polarization; 20S core pre-blocked with epoxomicin; O00487; calls only at 20 µM; 360,000 compounds, 0.59% hits;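 active = inhibition at 20 µM, scaled to each plate's controls, above about 33%, limit read from the data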
Target sequence (O00487 whole entry, looked up): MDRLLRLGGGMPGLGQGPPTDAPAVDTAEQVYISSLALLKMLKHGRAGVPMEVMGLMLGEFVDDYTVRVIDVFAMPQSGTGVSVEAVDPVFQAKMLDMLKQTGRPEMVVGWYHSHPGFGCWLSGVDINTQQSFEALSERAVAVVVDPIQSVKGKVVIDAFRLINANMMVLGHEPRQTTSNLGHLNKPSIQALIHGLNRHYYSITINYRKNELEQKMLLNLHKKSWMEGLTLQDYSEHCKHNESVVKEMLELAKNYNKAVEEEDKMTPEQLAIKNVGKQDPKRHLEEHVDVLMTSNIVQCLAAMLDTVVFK
LMPTP block = LMPTP (human) inhibition; inhibition, % at 20 µM; P24666; 360,000 compounds, 0.22% hits; recombinant LMPTP-A, OMFP fluorogenic substrate, fluorescence intensity;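 active = compounds that cut the enzyme signal by at least half of the control window in the single-dose screen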;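 note: plate controls were DMSO wells with enzyme plus substrate for no effect and substrate without enzyme for full effect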
Target sequence (P24666 whole entry, looked up): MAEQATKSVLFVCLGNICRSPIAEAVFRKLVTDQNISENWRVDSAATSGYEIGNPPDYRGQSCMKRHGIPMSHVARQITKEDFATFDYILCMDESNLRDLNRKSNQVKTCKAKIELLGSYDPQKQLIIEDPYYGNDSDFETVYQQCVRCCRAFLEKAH
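Test system – LMPTP-A phosphatase enzyme · Quantity – 0.625 nM LMPTP-A final · Reagent – OMFP substrate, 400 µM final · Dosing – one test concentration per compound, 20 µM, with 3% DMSO overall · Timing – 50 min enzyme reaction at room temperature, protected from light · Detection – fluorescence intensity · Controls – substrate-only low control, DMSO enzyme-plus-substrate high control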
NadD block = inhibitors of Staphylococcus aureus NadD. purified NadD enzyme, colorimetric absorbance read-out. inhibition, % at 20 µM. 360,000 compounds, 0.78% hits; in the data active = inhibition above about 26%; note: some compounds past the cut are filed as inactive
DNMT1 block = inhibitors of human DNMT1; P26358; DNMT1 molecular beacon, Hinp1I cleavage, fluorescence; inhibition (reported as % activation of signal), % at 10 µM; 360,000 compounds, 0.83% hits; AID 588458; in the data active = inhibition above about 50%
* marks the source's active call; other numbers are inactive results; i = inactive; x = no result given.

A first look, 3 compounds:
Abbreviations: A = CendR NRP1 mod; B = STEP block; C = SKN-1 inh; D = Scp1 inh; E = SUMO1 PPI mod; F = MT1-MMP act inh; G = Rpn11 block; H = LMPTP block; I = NadD block; J = DNMT1 block
1: COc1cc(OC)cc(C(=O)Nc2cc(C)nn2-c2ccccc2)c1
  A = 12 | B = 1 | C = -7 | D = -3 | E = -5 | F = x | G = i | H = 0.4 | I = -4 | J = 0
2: O=C(O)C1=CCCN(CCON=C(c2ccccc2)c2ccccc2)C1
  A = -12 | B = -1 | C = -5 | D = -9 | E = 4 | F = -2 | G = i | H = -0.9 | I = 5 | J = -1
3: CCN(CC)S(=O)(=O)c1cccc(-c2nnc(SCC#N)n2Cc2ccccc2)c1
  A = -1 | B = 0 | C = 2 | D = -2 | E = 1 | F = -5 | G = i | H = -1.2 | I = 1 | J = -7

The whole of this part (from the top)
Abbreviations: A = CendR NRP1 mod; B = STEP block; C = SKN-1 inh; D = Scp1 inh; E = SUMO1 PPI mod; F = MT1-MMP act inh; G = Rpn11 block; H = LMPTP block; I = NadD block; J = DNMT1 block
1: COc1cc(OC)cc(C(=O)Nc2cc(C)nn2-c2ccccc2)c1
  A = 12 | B = 1 | C = -7 | D = -3 | E = -5 | F = x | G = i | H = 0.4 | I = -4 | J = 0
2: O=C(O)C1=CCCN(CCON=C(c2ccccc2)c2ccccc2)C1
  A = -12 | B = -1 | C = -5 | D = -9 | E = 4 | F = -2 | G = i | H = -0.9 | I = 5 | J = -1
3: CCN(CC)S(=O)(=O)c1cccc(-c2nnc(SCC#N)n2Cc2ccccc2)c1
  A = -1 | B = 0 | C = 2 | D = -2 | E = 1 | F = -5 | G = i | H = -1.2 | I = 1 | J = -7
4: CC(C(=O)NCC1CCCO1)N1C(=O)C2C3CC(C(Br)C3Br)C2C1=O (configuration not stated)
  A = 19* | B = -2 | C = 1 | D = -10 | E = 13 | F = 2 | G = i | H = -2.0 | I = 3 | J = 0
5: CCN1C[C@@H]2[C@@H]3C(=O)N(Cc4ccccc4)C(=O)[C@@H]3[C@](CC)(C1=O)N2C(=O)c1ccc(C(C)(C)C)cc1
  A = 26* | B = -3 | C = 11 | D = -3 | E = 8 | F = -2 | G = i | H = -1.7 | I = 1 | J = -1
6: COc1ccc(Cl)cc1C(=O)NNC(=O)CCNC(=O)c1ccccc1
  A = -3 | B = -2 | C = 1 | D = x | E = -2 | F = 0 | G = i | H = -1.1 | I = 2 | J = -7
7: Cc1ccc(OCC(=O)c2c(N)n(C)c(=O)n(C)c2=O)c([N+](=O)[O-])n1
  A = 21* | B = 4 | C = 7 | D = 66* | E = 12 | F = -11 | G = i | H = 2.2 | I = 3 | J = 82*
8: S=C(c1ccc(N2CCCC2)c(Br)c1)N1CCCCC1
  A = 2 | B = 5 | C = -3 | D = 2 | E = 4 | F = -2 | G = i | H = 0.4 | I = -3 | J = 2
9: Brc1ccc(C2=Nn3cnnc3SC2)cc1
  A = 9 | B = 1 | C = 27 | D = -2 | E = 2 | F = -1 | G = i | H = -0.4 | I = 2 | J = -2
10: CCOC(=O)[C@]12CCCC=C1N(CCC1=CCCCC1)C(=O)[C@H](CC(=O)N1CCCC1)C2
  A = -10 | B = x | C = 13 | D = x | E = -4 | F = -7 | G = x | H = -0.1 | I = x | J = x
11: CCNC(=S)N1CCC(C(=O)c2ccc(Cl)cc2)CC1
  A = 2 | B = 0 | C = 2 | D = 3 | E = 0 | F = 8 | G = i | H = -0.9 | I = 3 | J = -4
12: Cc1cc(NS(=O)(=O)c2ccc(NC(=O)/C=C/c3c(F)cccc3Cl)cc2)no1
  A = -7 | B = -4 | C = 9 | D = -7 | E = 8 | F = 7 | G = i | H = 0.5 | I = 2 | J = -2
13: O=C1CN(C(=O)COC(=O)CNS(=O)(=O)c2ccccc2)c2ccccc2N1
  A = -3 | B = -2 | C = -5 | D = 0 | E = 1 | F = -9 | G = i | H = -0.9 | I = -5 | J = -1
14: COc1ccc(CCNC(=O)C23CCC(C)(C(=O)O2)C3(C)C)cc1OC (configuration not stated)
  A = 4 | B = 1 | C = -6 | D = -7 | E = -2 | F = -1 | G = i | H = -0.6 | I = -3 | J = 2
15: COC(=O)c1sccc1NC(=O)CSc1ccccc1NS(=O)(=O)c1cc(Cl)ccc1Cl
  A = 2 | B = 3 | C = -27 | D = -13 | E = 8 | F = 1 | G = i | H = 2.2 | I = 8 | J = -8
16: O=C(C1CCCN(S(=O)(=O)c2cccnc2)C1)N1CCn2c1nc1ccccc12 (configuration not stated)
  A = -19 | B = -2 | C = 10 | D = 3 | E = 2 | F = 10 | G = i | H = -0.8 | I = 1 | J = 4
17: CNC(=O)Nc1ccc(C2SCCS2)cc1
  A = 0 | B = -1 | C = -10 | D = -9 | E = 0 | F = 0 | G = i | H = -2.1 | I = -3 | J = 2
18: Cc1ccc(C)c(NS(=O)(=O)c2c(C)nn(C)c2C)c1
  A = -4 | B = -1 | C = -1 | D = 5 | E = 0 | F = -3 | G = i | H = 0.9 | I = 4 | J = 0
19: O=C(CN1CCN(c2ccccn2)CC1)Nc1ccc(F)cc1
  A = 0 | B = 0 | C = 21 | D = -4 | E = 0 | F = 2 | G = i | H = -0.9 | I = 0 | J = 0
20: COc1ccccc1CC(=O)NC12CC3CC(CC(C3)C1)C2
  A = 6 | B = -1 | C = -9 | D = 3 | E = -2 | F = -1 | G = i | H = 0.6 | I = 0 | J = 0
21: CC(C)(C)NC(=O)CN1C(=O)/C(=C/c2ccccc2)SC1=S
  A = 7 | B = 4 | C = 11 | D = -5 | E = -8 | F = 4 | G = i | H = -0.3 | I = 2 | J = 5
22: CC(=O)CCC(=O)NCCc1ccccc1F
  A = -2 | B = 2 | C = 9 | D = -15 | E = -4 | F = 3 | G = i | H = -0.1 | I = 1 | J = 1
23: N#CC(Cc1ccc(OC(F)F)cc1)c1nc2ccccc2[nH]1 (configuration not stated)
  A = 13 | B = 0 | C = 10 | D = -5 | E = 0 | F = -4 | G = i | H = 1.1 | I = 3 | J = -3
24: COc1ccc(S(=O)(=O)NCCN2CCOCC2)c(C)c1C
  A = 2 | B = 1 | C = 8 | D = 81* | E = 4 | F = 4 | G = i | H = -2.9 | I = -5 | J = 0
25: Cc1ccc(NC(=O)c2cccc(Cl)c2)nc1
  A = 25* | B = -4 | C = 16 | D = -12 | E = 3 | F = 2 | G = i | H = -0.8 | I = 0 | J = 1

Along the list, from the results shown:
Nos. 1 to 9 in Scp1 inh, in turn: -3, -9, -2, -10, -3, x, 66*, 2, -2

(further entries)
Abbreviations: A = CendR NRP1 mod; B = STEP block; C = SKN-1 inh; D = Scp1 inh; E = SUMO1 PPI mod; F = MT1-MMP act inh; G = Rpn11 block; H = LMPTP block; I = NadD block; J = DNMT1 block
26: CCn1c(SCC(N)=O)nnc1C(C)C
  A = -1 | B = 1 | C = 12 | D = 1 | E = -3 | F = -1 | G = i | H = 0.2 | I = 2 | J = 1
27: Cc1nc2sc3c(O)cc(=O)[nH]c3c2c(C)c1C
  A = 6 | B = 0 | C = 3 | D = -4 | E = 5 | F = 1 | G = i | H = 0.0 | I = -5 | J = 0
28: O=C(NC1CCC1)C1CCC(=O)N(Cc2cccc(F)c2)C1 (configuration not stated)
  A = -4 | B = -1 | C = 3 | D = -5 | E = 6 | F = -1 | G = i | H = -1.3 | I = -4 | J = 1
29: CC(Cc1ccccc1)C(=O)N1CCN(C)CC1 (configuration not stated)
  A = 2 | B = -3 | C = 7 | D = -6 | E = -1 | F = -2 | G = i | H = -1.7 | I = -6 | J = -10
30: CCOC(=O)C1=C(C)N(CCCC(=O)O)C(=O)NC1c1ccccc1 (configuration not stated)
  A = 30* | B = 1 | C = 7 | D = -4 | E = 9 | F = 4 | G = i | H = -2.7 | I = -4 | J = 8
31: CC(C)n1nc(C(=O)Nc2ccc(-n3cnnn3)cc2)c2ccccc2c1=O
  A = 10 | B = -1 | C = 12 | D = -5 | E = -3 | F = 4 | G = i | H = -1.5 | I = -5 | J = -3
32: O=C(NCC(O)c1ccccc1)c1cccc(S(=O)(=O)N2CCOCC2)c1 (configuration not stated)
  A = -16 | B = -2 | C = -3 | D = 3 | E = -1 | F = 1 | G = i | H = -1.9 | I = -4 | J = 1
33: CN1CCN(Cc2c(O)ccc3occ(C(=O)c4ccccc4)c23)CC1
  A = 1 | B = -3 | C = -8 | D = 0 | E = 2 | F = -20 | G = i | H = -1.4 | I = 2 | J = 0
34: N#C/C(=C\c1cccc(O)c1)C(=O)N1CCCCC1
  A = -10 | B = 2 | C = 5 | D = -2 | E = -1 | F = -3 | G = i | H = 0.3 | I = 0 | J = 1
35: CC1CCCC(C)N1C(=O)COC(=O)c1ccc(S(=O)(=O)N(C)c2ccccc2)cc1 (configuration not stated)
  A = 10 | B = -1 | C = 7 | D = -5 | E = 0 | F = 3 | G = i | H = 0.1 | I = -7 | J = 0
36: O=C(CCNC(=O)c1ccc(Br)cc1)OCc1ccccc1Cl
  A = -14 | B = -1 | C = -13 | D = -12 | E = -3 | F = 0 | G = i | H = 0.0 | I = -3 | J = -2
37: Cc1cc(NC(=O)Cn2c(=O)oc3ccccc32)no1
  A = 11 | B = -1 | C = 11 | D = -1 | E = 3 | F = -1 | G = i | H = -0.2 | I = -4 | J = 2
38: Cc1c(NC(=O)CN2C(=O)NC(C)(c3ccccc3Cl)C2=O)c(=O)n(-c2ccccc2)n1C (configuration not stated)
  A = -4 | B = -1 | C = 9 | D = -9 | E = 3 | F = 5 | G = i | H = -3.2 | I = 1 | J = 6
39: Nn1c(COc2ccccc2)nnc1SC(F)F
  A = -3 | B = -4 | C = 10 | D = -8 | E = -2 | F = -5 | G = i | H = -0.5 | I = 0 | J = 1
40: CCCn1ncc(CN2CCC(n3nccc3NC(=O)CCc3ccccc3)CC2)c1C
  A = -10 | B = -3 | C = 0 | D = -3 | E = 4 | F = -1 | G = i | H = -1.1 | I = 2 | J = -3
41: COc1ccccc1-c1noc2ncnc(Nc3cccc(C)c3)c12
  A = 12 | B = 2 | C = 16 | D = -3 | E = 5 | F = -2 | G = i | H = -2.1 | I = -2 | J = -2
42: CC(=O)Nc1cccc(NC(=O)c2cccc3cccnc23)c1
  A = -7 | B = 1 | C = -13 | D = -3 | E = -14 | F = 0 | G = i | H = 1.9 | I = 6 | J = -3
43: CN(C)CCNC(=O)c1ccc(-c2cn3c(-c4ccc(Oc5ccccc5)cc4)cnc3cn2)cc1
  A = -13 | B = 3 | C = 1 | D = x | E = -97 | F = 2 | G = i | H = -3.8 | I = 12 | J = 0

Assay outcomes (PubChem)
